Source: PubChem BioAssay (NCI)
Growth percent in the NCI-60 one-dose screen (48 h, 10 µM unless noted): 100 = growth as untreated, 0 = no growth, -100 = all killed.
PC-3 = PC-3 prostate cancer cells; 80,000 compounds, 3.9% hits
SF-295 = SF-295 CNS cancer cells; 79,000 compounds, 5.6% hits
OVCAR-8 = OVCAR-8 ovarian cancer; 81,000 compounds, 4.4% hits; AID 1794782
U251 = U251 CNS tumor cells; 80,000 compounds, 5.4% hits; AID 1794753
DU-145 = DU-145 prostate cancer | 81,000 compounds, 4.2% hits
SF-268 = SF-268 CNS cancer cells. 82,000 compounds, 3.1% hits. AID 1794759
SF-539 = SF-539 CNS cancer; 81,000 compounds, 6.8% hits; AID 1794752
SNB-19 = SNB-19 CNS cancer cells | AID 1794751 | 81,000 compounds, 2.5% hits
* hit, by the source's call; . = no result given; & = joins results of further samples. The calls were made as follows: active = growth percent below 10; inactive = the rest. This is a random part of the collection. Share with any hit: about 9.2%.

entry	molecule	PC-3	SF-295	OVCAR-8	U251
1	CCC(=O)OC1C(OC2C(C)C(OC3CC(C)(OC)C(O)C(C)O3)C(C)C(=O)OC(CC)C(C)(O)C(O)C(C)C(=O)C(C)CC2(C)O)OC(C)CC1N(C)C (stereo unspecified)	81	98	102	99
2	CN(C)c1ccc(/C=C/C(=O)c2ccccc2)cc1	72	93	93	69
3	C#CCOc1cccc(Nc2ncnc3c2ncn3C2CCN(C(=O)CCl)C2)c1 (stereo unspecified)	-14*	53	5.8*	-92*
4	Cn1cnc([N+](=O)[O-])c1Sc1ncnc2nc[nH]c12	91&77	31&33	75&50	94&79
5	COC(=O)C1(C)CCC[C@]2(C)[C@H]3C[C@H]4C(C(C)C)=C[C@]3(CC[C@@H]12)[C@H]1[C@@H]4[C@@H](OCc2cn(Cc3ccccc3)nn2)CC[C@@H]1OCc1cn(Cc2ccccc2)nn1 (stereo partly specified)	30	53	68	54
6	COc1cc(CNc2cccc3[nH]c(C(F)(F)F)nc23)cc(OC)c1	.	94	96	91
7	COc1cc(C(=O)c2c(-c3ccccc3)oc3c(OC)cccc23)cc(OC)c1OC	17	2.8*	17	14
8	Cc1nn(-c2ccccc2)c2c1C(c1cc3c(cc1[N+](=O)[O-])OCO3)C(C#N)=C(N)O2 (stereo unspecified)	107	103	102	105
9	O=c1[nH]c(CNc2ccc(NCc3c(-c4ccccc4)no[n+]3[O-])cc2)nc2c1cnn2-c1ccccc1	63	72	79	86
10	COc1ccc(-c2cc(-c3cccnc3)nc(SCC(=O)c3ccccc3)c2C#N)cc1OC	73	102	84	83
11	CO[C@H]1CO[C@H]2[C@@H]1OC[C@H]2OC	91	100	98	95
12	O=C(Cn1cc(COn2nnc3ccccc32)nn1)Nc1ccc([N+](=O)[O-])cc1	97	109	104	96

entry	DU-145	SF-268	SF-539	SNB-19
1	109	99	99	95
2	96	90	89	90
3	-95*	-32*	-68*	14
4	45&44	49&69	33&38	110&97
5	85	68	76	71
6	98	85	101	92
7	6.6*	30	-26*	25
8	111	87	103	94
9	75	73	93	94
10	94	94	91	101
11	135	125	87	99
12	108	78	97	99

Next results.
entry	molecule	PC-3	SF-295	OVCAR-8	U251
13	Cc1ccc(N2CCN(CC(O)COc3cccc4ccccc34)CC2)cc1 (stereo unspecified)	102	101	99	97
14	CNCCCNc1nc2ccccc2c2c(=O)c3cc(OC)ccc3sc12	69	95	73	48
15	FC(F)(F)c1cn(CCN2CCOCC2)c2ncnc(Cl)c12	28	96	19	71
16	COc1ccccc1NCc1cccn1Cc1ccccc1	103	104	102	109
17	CC1(C)CC[C@]2(C(=O)O)CC[C@]3(C)C(=CC[C@@H]4[C@@]5(C)CC[C@H](OC(=O)c6cccnc6)C(C)(C)[C@@H]5CC[C@]43C)[C@@H]2C1	95	92	106	97
18	O=C(CCCc1ccncc1)c1ccccc1	103	95	108	105
19	COc1ccc2[nH]cc(-c3nonc3-c3c[nH]c4ccc(F)cc34)c2c1	58	60	65	77
20	CC(=O)N1CCN(c2cc3c(cc2F)c(=O)c(C(=O)NO)cn3C2CC2)CC1	93	101	108	97
21	CC(C)(C)NC(=O)C(OC(=O)c1cccc(Cl)c1)c1ccc(Cl)cc1 (stereo unspecified)	94	98	.	94
22	N#CSCc1cc(=O)c(O)co1	67	99	100	92
23	O=C1Cc2c(sc3c(F)cccc23)C(c2ccccc2[N+](=O)[O-])N1 (stereo unspecified)	100	101	107	85
24	COc1ccc(-c2no[n+]([O-])c2Nc2ccccc2Br)cc1	77	106	90	95

entry	DU-145	SF-268	SF-539	SNB-19
13	126	103	119	91
14	65	77	66	79
15	58	67	87	23
16	114	99	104	106
17	102	100	104	97
18	119	112	104	101
19	65	68	75	82
20	112	100	99	106
21	103	100	95	103
22	112	103	103	103
23	107	94	89	100
24	106	92	94	90

Further records.
entry	molecule	PC-3	SF-295	OVCAR-8	U251
25	COc1cc2c(cc1OC(C)=O)CCCCC2=O	104	109	110	108
26	O=[N+]([O-])c1ccc(-c2cs/c(=N\N=C\c3ccc(Cl)cc3)n2/N=C/c2ccc(Cl)cc2)cc1	103	78	82	75
27	COc1ccc(Nc2nc(C)c(C(=O)/C=C/c3cccc(OC)c3)s2)cc1	76	98	73	67
28	O=C(Cc1nc2ccc(Cl)cc2nc1CC(=O)c1ccccc1)c1ccccc1	64	93	76	77
29	O=S(=O)(NCCCNc1nccc(-c2cn(-c3ccccc3)nc2-c2ccc(Cl)c(O)c2)n1)c1ccccc1	.	63	59	59
30	c1ccc(-c2ccc(-c3ccccc3)[nH]2)cc1	100	109	101	105
31	Cc1ccc(C(=O)O)c(NC=O)c1OCc1ccccc1	101	110	103	99
32	CN=C(NC)c1ccc(NC(=O)c2ccc(C(=O)Nc3ccc(C(=NC)NC)cc3)c(Cl)c2)cc1	88	107	105	95
33	CCOC(=O)c1c(C)nc2c(c1N)/C(=C/c1ccc(OC)cc1)C(=O)N2Cc1ccc(F)cc1	-53*	-1.6*	8.7*	-82*
34	CCOC(=O)/C(=C/Nc1ccc(OCc2ccccc2)cc1)NC(=O)c1ccccc1	103	93	96	97
35	O=C1C=C(c2ccccc2)CO1	102	86	114	104
36	CCOc1nc2sc(C(N)=O)c(C)c2c(=O)n1Cc1ccccc1	95	97	100	97

entry	DU-145	SF-268	SF-539	SNB-19
25	108	108	98	105
26	95	84	71	75
27	67	76	100	76
28	83	89	71	.
29	81	69	89	86
30	102	99	94	104
31	109	110	108	.
32	136	99	88	.
33	-91*	-24*	-20*	-67*
34	106	101	60	95
35	112	105	101	109
36	104	112	93	94

Next results follow.
entry	molecule	PC-3	SF-295	OVCAR-8	U251
37	COc1cc(/C=N/Nc2ncc(-c3cc4cc5c(cc4o3)OCO5)s2)cc(OC)c1OC	21	67	30	68
38	O=C(NNC(=S)NC1CCCCC1)c1ccc(OCc2nc3ccc(Cl)cc3[nH]2)cc1	32	35	50	34
39	Cc1sc2nc(NC3CC(C)(C)NC(C)(C)C3)[nH]c(=O)c2c1C	85	99	107	99
40	CCOC(=O)C1C(=O)C(=O)N(C(C)C)C1C(=O)OCC (stereo unspecified)	98	98	91	107
41	C(=C(c1ccccc1)c1ccccc1)=C(c1ccccc1)c1ccccc1	151	114	102	101
42	CC1(C)OCC(C2OC3OC(C)(C)OC3C2O)O1 (stereo unspecified)	104	90	102	108
43	CC(C)OC(=O)CCC/C=C\C[C@@H]1[C@@H](/C=C/C(O)COc2cccc(C(F)(F)F)c2)[C@H](O)C[C@@H]1O (stereo partly specified)	96	93	100	102
44	COc1ccc(C2=NN(C(C)=O)C(c3ccc(Oc4ccc(Cl)cc4)cc3)C2)cc1OC (stereo unspecified)	94	96	86	60
45	COc1ccc(/C=C2/C(=O)Nc3cc(Cl)c(-c4csc(N)n4)cc32)cc1	50	52	62	46
46	Oc1cccc2c1NCCC2	9.2*	0.3*	20	15
47	COc1ccc(NC(=O)c2sc3ncc(Cl)cc3c2N)cc1	98	.	101	98
48	CC1=Nc2cnc(Nc3ccc(OCCN4CCCC4)cc3)nc2Nc2ccccc21	62	86	81	81

entry	DU-145	SF-268	SF-539	SNB-19
37	48	75	82	76
38	50	53	58	49
39	96	90	88	92
40	113	99	100	97
41	110	104	107	119
42	104	94	101	95
43	113	106	110	114
44	93	89	94	75
45	67	59	38	45
46	35	35	26	15
47	94	101	103	98
48	56	64	69	91

The list continues:
entry	molecule	PC-3	SF-295	OVCAR-8	U251
49	NC(=O)C(=CNC(=S)Nc1ccccc1)C(N)=O	94	111	100	100
50	COC12CC(=O)C(C(C)=O)=C(O)C1(C)c1c(O)c(C)c(O)c(C(C)=O)c1O2 (stereo unspecified)	73	13	59	57
51	CCc1c(C)nc2[nH]ncn2c1=O	106	103	109	99
52	C=CCC(=O)N[C@@H](Cc1ccc(-c2cc(Cl)cc(Cl)c2)cc1)[C@@H](O)[C@H](O)C(=O)OCC	66	91	97	95
53	Clc1ccc(-n2ncc3c(Nc4ccccc4)ncnc32)cc1	86	92	87	101
54	COC(C)(C)C1CCC(C)=CC1c1cc(O)ccc1O (stereo unspecified)	96	114	106	109
55	Cc1cc(C)nc(NS(=O)(=O)c2ccc(N/C(N)=N/c3nccc(-c4ccco4)n3)cc2)n1	97	97	106	101
56	O=C(NCCNc1nccc(-c2c(-c3ccc(F)cc3)nc3sccn23)n1)c1ccccc1	79	68	50	55
57	CCS(=O)(=O)Oc1ccc(-c2ccc3sccc3c2)cc1	88	97	105	97
58	CC(=O)OC(C)(C)C(=O)Oc1ccccc1	92	101	89	103
59	Cc1nc2cc[nH]n2c(=O)c1CCc1ccccc1	103	79	114	121
60	COC(=O)c1cc[n+]([O-])cc1	107	74	109	104

entry	DU-145	SF-268	SF-539	SNB-19
49	.	98	106	101
50	90	78	79	53
51	112	106	97	102
52	98	94	98	94
53	102	103	90	99
54	116	105	106	106
55	116	105	97	103
56	48	49	69	69
57	112	113	104	99
58	109	99	89	95
59	102	99	107	98
60	135	112	117	114

Next part
entry	molecule	PC-3	SF-295	OVCAR-8	U251
61	NNC(=O)NO	101	.	102	104
62	Cc1ccc(O)c(CN(C)Cc2cc(C)ccc2O)c1	82	85	97	98
63	CCOC(=O)c1c(C)nc2c(c1N)C(=O)C(=O)N2c1cc(OC)c(OC)c(OC)c1	84	98	96	96
64	Cc1nn(-c2ccccc2)c(C)c1N=Nc1ccccc1	82	102	92	92
65	CCCCCCn1c(-c2ccc(OC)c(OC3CCCC3)c2)nc(-c2ccccc2)c1-c1ccccc1	36	101	64	59
66	CCN(CC)c1ccc(C=O)c(OCc2cn(CC(=O)Nc3ccc(F)cc3)nn2)c1	88	88	94	88
67	O=C(O)CCC(=O)c1ccc(Oc2ccccc2)cc1	.	.	98	91
68	CC(c1ccc(-n2cccn2)cc1)c1cnc(N2CCc3ccc(C(N)=O)cc3C2)s1 (stereo unspecified)	59	52	35	78
69	COc1ccc2nc(NC(=O)CSC(=S)N3CCN(C)CC3)sc2c1	78	79	106	99
70	O=C(Nc1ccc(N2CCNCC2)cn1)c1[nH]ncc1Nc1ncnc2sccc12	24	97	-33*	-51*
71	c1cc(-c2nc(N3CCOCC3)c3c4c(sc3n2)CCCC4)ccn1	92	91	92	91
72	Cc1ccc2nc(-c3ccc(-c4nnc(SCC(=O)Nc5ccc(C(=O)/C=C/c6ccccc6)cc5)o4)cc3)[nH]c2c1	107	103	102	104
73	O=C1NCC(Nc2ccc(Br)cc2Cl)C(=O)N1 (stereo unspecified)	.	118	130	123
74	Cc1c2n(c3ccccc13)Cc1cnnn1C(C(=O)c1ccc(O)cc1)=C2	83	96	92	93

entry	DU-145	SF-268	SF-539	SNB-19
61	109	104	104	108
62	111	99	98	101
63	105	101	101	102
64	104	94	104	96
65	88	69	89	65
66	98	108	88	86
67	111	99	100	97
68	88	86	71	85
69	120	100	100	101
70	42	41	-29*	49
71	99	87	86	93
72	114	108	101	97
73	119	105	99	102
74	101	85	87	90

15 neighbouring records from above:
entry	molecule	PC-3	SF-295	OVCAR-8	U251
57	CCS(=O)(=O)Oc1ccc(-c2ccc3sccc3c2)cc1	88	97	105	97
58	CC(=O)OC(C)(C)C(=O)Oc1ccccc1	92	101	89	103
59	Cc1nc2cc[nH]n2c(=O)c1CCc1ccccc1	103	79	114	121
60	COC(=O)c1cc[n+]([O-])cc1	107	74	109	104
61	NNC(=O)NO	101	.	102	104
62	Cc1ccc(O)c(CN(C)Cc2cc(C)ccc2O)c1	82	85	97	98
63	CCOC(=O)c1c(C)nc2c(c1N)C(=O)C(=O)N2c1cc(OC)c(OC)c(OC)c1	84	98	96	96
64	Cc1nn(-c2ccccc2)c(C)c1N=Nc1ccccc1	82	102	92	92
65	CCCCCCn1c(-c2ccc(OC)c(OC3CCCC3)c2)nc(-c2ccccc2)c1-c1ccccc1	36	101	64	59
66	CCN(CC)c1ccc(C=O)c(OCc2cn(CC(=O)Nc3ccc(F)cc3)nn2)c1	88	88	94	88
67	O=C(O)CCC(=O)c1ccc(Oc2ccccc2)cc1	.	.	98	91
68	CC(c1ccc(-n2cccn2)cc1)c1cnc(N2CCc3ccc(C(N)=O)cc3C2)s1 (stereo unspecified)	59	52	35	78
69	COc1ccc2nc(NC(=O)CSC(=S)N3CCN(C)CC3)sc2c1	78	79	106	99
70	O=C(Nc1ccc(N2CCNCC2)cn1)c1[nH]ncc1Nc1ncnc2sccc12	24	97	-33*	-51*

entry	DU-145	SF-268	SF-539	SNB-19
57	112	113	104	99
58	109	99	89	95
59	102	99	107	98
60	135	112	117	114
61	109	104	104	108
62	111	99	98	101
63	105	101	101	102
64	104	94	104	96
65	88	69	89	65
66	98	108	88	86
67	111	99	100	97
68	88	86	71	85
69	120	100	100	101
70	42	41	-29*	49

entry	molecule	PC-3	SF-295	OVCAR-8	U251
71	c1cc(-c2nc(N3CCOCC3)c3c4c(sc3n2)CCCC4)ccn1	92	91	92	91

entry	DU-145	SF-268	SF-539	SNB-19
71	99	87	86	93
